ABHD4 inh = inhibitors of mouse ABHD4; hit rate 0.54% among 370,000; inhibition, % at 8.92 µM; Q8VD66; purified mABHD4, FP-Rh probe fluorescence polarization;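 active = inhibition exceeding the mean over every tested compound plus 3 SD, cut at about 30% in these data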;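 note: 0% = plate median of compound wells and 100% = S159A mutant with DMSO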
Target sequence (Q8VD66 whole entry, looked up): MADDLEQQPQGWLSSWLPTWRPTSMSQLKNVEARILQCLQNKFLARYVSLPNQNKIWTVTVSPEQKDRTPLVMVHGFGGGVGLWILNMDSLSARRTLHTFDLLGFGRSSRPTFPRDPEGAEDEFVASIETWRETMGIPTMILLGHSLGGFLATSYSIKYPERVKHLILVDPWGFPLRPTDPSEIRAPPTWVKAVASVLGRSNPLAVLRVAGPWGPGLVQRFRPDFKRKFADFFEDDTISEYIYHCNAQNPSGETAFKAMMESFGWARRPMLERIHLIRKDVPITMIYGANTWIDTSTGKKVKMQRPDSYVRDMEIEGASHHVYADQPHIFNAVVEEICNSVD
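assay system = mABHD4 protein | compound dosing = single nominal dose of 8.92 µM, 0.89% DMSO final | read-out basis = percent inhibition of probe binding, normalized to plate controls | schedule = Enzyme–compound pre-incubation 45 min, then probe 60 min, both 25 °C | detection = fluorescence polarization, excitation 525 nm, emission 598 nm, BODIPY TMR filters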
PRMT1 FP inh = PRMT1 (human) inhibition, primary screen. hit rate 1.3% among 370,000. AID 652257. inhibition, % at 2.79 µM. Q99873. recombinant PRMT1, activity-based probe fluorescence polarization;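 active = inhibition above about 21% made by adding two undisclosed values, limit read from the data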
UHRF1 MBD2 ctr = blocks human UHRF1 binding to methylated DNA; Q96T88; UHRF1 binding to methylated oligo, TR-FRET; inhibition, % at 4.4 µM; hit rate 0.75% among 370,000; in the data active = inhibition above about 21%;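 note: UHRF1 SRA domain binding a hemimethylated CpG hairpin DNA probe; 0% = median of test compound wells and 100% = reference inhibitor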
TCR-CD3 inh = inhibitors of human TCR-CD3 interaction; AID 651800; inhibition, % at 9.4 µM; hit rate 0.37% among 360,000; TAMRA-labeled TCR probe fluorescence, biochemical; in the data active = inhibition above about 19%;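 note: recombinant mutant TCR 2C K166C tagged with TAMRA read by polarization; 0% = receptor in buffer alone and 100% = receptor with positive control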
PG9 binder = small molecules binding HIV-1 gp120 antibody PG9 | AID 624416 | hit rate 0.43% among 360,000 | inhibition, % at 6.7 µM | TR-FRET gp120-PG9 antibody binding; in the data active = inhibition above about 8.5%
LEDGF integ inh = blocks HIV-1 LEDGF/p75-dependent DNA integration. TR-FRET IN-LEDGF/p75 DNA integration, Eu/Cy5. inhibition, % at 3.7 µM. hit rate 0.64% among 370,000;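 active = inhibition above the screen-wide mean plus 3 SD, cut at about 13% in these data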;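 note: signal is the Cy5 over europium emission ratio at 671 and 618 nm; 0% = plate median of compound wells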
TDP2 inh = blocks human TDP2 phosphodiesterase activity; recombinant TDP2, T5PNP hydrolysis, p-nitrophenol absorbance 415 nm; inhibition, % at 12.8 µM; hit rate 0.34% among 370,000; AID 720702;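 active = inhibition above the mean of all tested compounds plus 3 SD, set per campaign, cut at about 25% in these data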;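 note: 0% = DMSO with enzyme and 100% = buffer with substrate but no TDP2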
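System: recombinant human TDP2 / Amount: 120 nM TDP2 per well / Also added: 5 mM T5PNP chromogenic substrate / Doses: 12.8 µM single point, 1% DMSO / Incubation: 2 h at 37 °C / Detection: p-Nitrophenol epi absorbance / Evaluation: % inhibition relative to enzyme-containing and enzyme-free wells / Repeats: singlicate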
SIAE primary = blocks human sialic acid acetylesterase. Q9HAT2. AID 1053197. SIAE FP-Rh probe binding, fluorescence polarization. inhibition, % at 9.66 µM. hit rate 0.69% among 370,000;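 active = inhibition above a cutoff: mean of compounds within the control limits plus 3 SD of those, cut at about 17% in these data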;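 note: 0% = plate median of compound wells and 100% = probe without SIAE protein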
HTRA1 inh = blocks human HTRA1 serine peptidase | Q92743 | recombinant HTRA1, FP-rhodamine activity-based probe, fluorescence polarization | inhibition, % at 5.96 µM | hit rate 0.5% among 340,000; in the data active = inhibition above about 36%;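 note: 0% = enzyme with DMSO and 100% = wells lacking enzyme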
Target sequence (Q92743 whole entry, looked up): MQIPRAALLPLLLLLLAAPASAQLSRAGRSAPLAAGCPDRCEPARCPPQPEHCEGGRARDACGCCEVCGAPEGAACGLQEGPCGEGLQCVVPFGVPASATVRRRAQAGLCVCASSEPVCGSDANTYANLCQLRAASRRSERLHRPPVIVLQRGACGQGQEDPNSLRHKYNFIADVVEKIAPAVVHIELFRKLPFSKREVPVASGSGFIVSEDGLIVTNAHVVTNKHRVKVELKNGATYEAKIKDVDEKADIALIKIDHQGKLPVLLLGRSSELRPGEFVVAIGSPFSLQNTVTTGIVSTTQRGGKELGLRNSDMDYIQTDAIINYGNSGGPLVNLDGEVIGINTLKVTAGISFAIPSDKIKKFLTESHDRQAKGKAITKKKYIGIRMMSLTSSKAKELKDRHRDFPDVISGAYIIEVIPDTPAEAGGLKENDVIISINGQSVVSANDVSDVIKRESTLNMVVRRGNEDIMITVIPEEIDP
DDE Tn7 FP inh = inhibitors of Tn7 peptide binding to human fibrin DD(E). FP displacement of FITC-Tn7 peptide from fibrin DD(E); 0% = median of compound wells per plate. inhibition, % at 8.3 µM. hit rate 0.13% among 370,000. AID 720508;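 active = inhibition above the mean of compounds falling within the control limits plus 3 SD of them, cut at about 14% in these data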;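 note: 0% = plate median of compound wells and 100% = 10 µM Aha-Tn7 peptide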
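Test system: human clot-derived fibrin DD(E) complex / Quantity: 2 µM final DD(E) protein / Incubation: 10 min plus 3 h, room temperature / Measured by: fluorescence polarization / Benchmarks: high control of 10 µM Aha-Tn7 peptide / Replicates: singlicate testing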
An asterisk follows results filed as active; / = not tested or not shown.

Start of the listing, in advance:
SMILES	ABHD4 inh	PRMT1 FP inh	UHRF1 MBD2 ctr	TCR-CD3 inh	PG9 binder	LEDGF integ inh	TDP2 inh	SIAE primary	HTRA1 inh	DDE Tn7 FP inh
O=c1cc2c(=O)oc3cc(O)c(O)oc3c2c(O)c1O	42*	27*	97*	26*	-36	89*	-2	12	47*	-13
CC(C)=NNc1nc2sc3c(c2c(=O)[nH]1)CC(C)(C)OC3	13	3	-1	9	-4.0	-4	-11	0	3	-1
Cc1ccc(C)c(NC(=S)NCCc2ccc(S(N)(=O)=O)cc2)c1	-3	-2	2	-2	-1.0	2	-9	4	1	-2
O=C1N/C(=N\c2ccccn2)SC1Cc1ccc(Cl)cc1 (centres undefined)	0	-2	2	4	9.3*	2	2	-2	3	-9
COc1ccccc1CNC(=O)C(=O)NCC1OCCN1C(=O)c1cccs1 (centres undefined)	7	0	-6	0	-0.5	-3	-2	3	3	7
COc1ccccc1OCCC(=O)Nc1cccc(S(=O)(=O)N2CCOCC2)c1	-4	-2	-1	2	-0.6	4	-2	6	-3	-5
CC(C)(C)[C@@H]1C=C(C(=O)O)O[C@H](OCCCCO)C1	9	3	-2	0	0.7	-2	10	-1	2	2
Cn1c(=O)c2c(nc(NCc3ccccc3)n2CC(N)=O)n(C)c1=O	3	-4	1	5	0.2	3	3	4	1	4
COc1ccc(/C(O)=C2/C(=O)C(=O)N(CCN(C)C)C2c2cccnc2)cc1C (centres undefined)	0	0	0	6	13*	1	18	2	-1	3
CCNC(=O)CC1C(=O)N(c2ccc(F)cc2)C(=O)N1CCc1ccc(OC)cc1 (centres undefined)	-6	-2	-6	3	-6.3	6	-11	8	-1	-5
CCN(CC(=O)NCc1ccc(F)cc1)CC(=O)Nc1ccccc1-c1ccccc1	2	2	1	2	0.8	-6	4	-2	-4	2
O=C(Cc1ccc(Cl)cc1)Nc1ccncc1	-2	-3	-3	4	0.0	1	-7	-4	0	6

The whole of this part, from the start:
SMILES	ABHD4 inh	PRMT1 FP inh	UHRF1 MBD2 ctr	TCR-CD3 inh	PG9 binder	LEDGF integ inh	TDP2 inh	SIAE primary	HTRA1 inh	DDE Tn7 FP inh
O=c1cc2c(=O)oc3cc(O)c(O)oc3c2c(O)c1O	42*	27*	97*	26*	-36	89*	-2	12	47*	-13
CC(C)=NNc1nc2sc3c(c2c(=O)[nH]1)CC(C)(C)OC3	13	3	-1	9	-4.0	-4	-11	0	3	-1
Cc1ccc(C)c(NC(=S)NCCc2ccc(S(N)(=O)=O)cc2)c1	-3	-2	2	-2	-1.0	2	-9	4	1	-2
O=C1N/C(=N\c2ccccn2)SC1Cc1ccc(Cl)cc1 (centres undefined)	0	-2	2	4	9.3*	2	2	-2	3	-9
COc1ccccc1CNC(=O)C(=O)NCC1OCCN1C(=O)c1cccs1 (centres undefined)	7	0	-6	0	-0.5	-3	-2	3	3	7
COc1ccccc1OCCC(=O)Nc1cccc(S(=O)(=O)N2CCOCC2)c1	-4	-2	-1	2	-0.6	4	-2	6	-3	-5
CC(C)(C)[C@@H]1C=C(C(=O)O)O[C@H](OCCCCO)C1	9	3	-2	0	0.7	-2	10	-1	2	2
Cn1c(=O)c2c(nc(NCc3ccccc3)n2CC(N)=O)n(C)c1=O	3	-4	1	5	0.2	3	3	4	1	4
COc1ccc(/C(O)=C2/C(=O)C(=O)N(CCN(C)C)C2c2cccnc2)cc1C (centres undefined)	0	0	0	6	13*	1	18	2	-1	3
CCNC(=O)CC1C(=O)N(c2ccc(F)cc2)C(=O)N1CCc1ccc(OC)cc1 (centres undefined)	-6	-2	-6	3	-6.3	6	-11	8	-1	-5
CCN(CC(=O)NCc1ccc(F)cc1)CC(=O)Nc1ccccc1-c1ccccc1	2	2	1	2	0.8	-6	4	-2	-4	2
O=C(Cc1ccc(Cl)cc1)Nc1ccncc1	-2	-3	-3	4	0.0	1	-7	-4	0	6
CCOC(=O)c1nnn2c1nc(N1CCCCC1)c1ccccc12	-3	-1	-2	5	-1.4	-2	7	-2	2	-2
C/C(=N\NC(=O)Cc1cccc2ccccc12)c1ccncc1	-2	2	-2	5	-1.8	0	-10	-6	-7	-10
C[C@@H]1CN([C@H](C)CO)C(=O)CCCn2cc(nn2)CO[C@H]1CN(C)C(=O)NC1CCCCC1	0	2	3	0	0.9	-1	7	1	1	8
CC1CCCN(S(=O)(=O)c2ccc3[nH]c(=O)cc(C(=O)NCCCN4CCCCCC4)c3c2)C1 (centres undefined)	2	6	2	-1	0.5	0	5	-4	3	-2
CC1=NN(c2ccccc2)C(=O)/C1=C/C=C/c1ccc(N(C)C)cc1	20	4	4	-5	-4.0	-2	-9	13	13	-1
Cc1cc(C)nc(SCc2nnc(SCC(=O)Nc3ccccc3C)n2Cc2ccco2)n1	3	1	-3	9	-0.3	-1	11	-1	-3	-5
COc1ccc(CN2C(=O)CSCC2(C)C(=O)NCc2ccccc2)cc1 (centres undefined)	8	-1	-1	3	-0.5	-1	0	-2	/	-1
Cn1c(=O)[nH]c2c(c(C(=O)O)nn2C)c1=O	3	6	-1	-4	1.0	-2	5	-2	-2	2
COc1ccccc1NC(=O)c1cccc(NC(=O)c2ccco2)c1	2	-1	-4	4	-1.2	-4	-3	2	-16	-2
CCN(CC)C(=O)Cn1c(=O)n(Cc2ccccc2Cl)c2c1c(=O)n(C)c(=O)n2C	0	-2	2	-6	-0.8	-1	5	-5	-10	3
O=C(CC1OC(=O)c2ccccc21)Nc1cc(Cl)ccc1N1CCCC1 (centres undefined)	-3	4	1	1	6.5	0	11	6	0	1
COc1ccc(C(c2c(C)[nH][nH]c2=O)c2c(C)[nH][nH]c2=O)cc1Br	4	8	-8	-5	0.3	-1	15	-2	1	0
CC(C)n1cc(CN2CCC(C(=O)Nc3ccc(Oc4ccccc4F)cc3)CC2)cn1	0	-2	-3	2	-1.1	2	4	0	5	-4

New compounds follow:
SMILES	ABHD4 inh	PRMT1 FP inh	UHRF1 MBD2 ctr	TCR-CD3 inh	PG9 binder	LEDGF integ inh	TDP2 inh	SIAE primary	HTRA1 inh	DDE Tn7 FP inh
CCc1noc(C)c1C(=O)N(CCCOC)c1c(N)n(Cc2ccccc2)c(=O)[nH]c1=O	-2	-2	1	4	-0.2	1	-14	-4	7	-4
CCOC(=O)c1nnn2c1nc(Nc1cccc(C(F)(F)F)c1)c1ccccc12	-2	-5	2	0	-1.9	3	-2	-3	/	-3
COc1ccc(CCN2C(=O)CC(Cc3cccc(C)c3)C2=O)cc1OC (centres undefined)	0	-2	-2	2	0.7	-2	9	0	6	-7
O=C(Cc1ccccc1)NCCCNC(=O)Cc1ccccc1	5	-1	0	-5	-0.6	-2	18	1	4	7
CC(C)(C)NC(=O)C(c1cc2ccccc2o1)n1c(=O)c(-c2cc3ccccc3[nH]2)nc2ccccc21 (centres undefined)	-36	5	0	3	0.1	0	-10	-34	/	-3
CC(=O)Nc1c(Cl)cc2c(c1Cl)Cc1cc(N)ccc1-2	3	-1	-6	0	-9.1	0	-15	3	3	-3
Cc1nnc(NC(=O)C(C)Oc2ccc3c(C)cc(=O)oc3c2)s1 (centres undefined)	-13	3	-3	4	-2.5	-2	-6	-1	1	4
O=S1(=O)CC(N2CCCC2)CN1Cc1cn(Cc2ccc(F)cc2)nn1 (centres undefined)	-2	-3	6	-2	0.0	0	0	11	/	-5
Cc1ccccc1Cn1cc(NC(=O)CCCn2nc([N+](=O)[O-])cc2C)cn1	11	5	4	-8	-1.2	-4	-1	5	2	9
Cc1nnc(SCC(=O)OC2CC(C)CCC2C(C)C)[nH]c1=O (centres undefined)	3	-2	-3	0	-1.8	0	6	4	2	-5
COc1ccc(OCC(O)Cn2c(Br)nc3c2c(=O)[nH]c(=O)n3C)cc1 (centres undefined)	6	-2	10	6	0.2	2	4	-11	-6	4
O=C(Nc1cccc(Cn2cccn2)c1)c1cc2c(s1)CCCC2	-24	-2	5	1	-0.6	2	5	-7	-28	2
CSc1nc2nc(-c3ccccc3)cc(=O)n2[nH]1	2	1	-1	6	2.2	1	1	1	3	3
CC(C)N(C(=O)CN1C(=O)C(=O)c2ccccc21)c1ccccc1	3	2	4	2	0.0	-3	17	7	-1	-2
Cc1cc(=O)n2nc(N3CCC(C(=O)NCC(C)c4ccccc4)CC3)sc2n1 (centres undefined)	-5	9	3	0	-0.3	-1	-7	3	4	-9
O=C1C=C(c2ccccc2C(F)(F)F)C[C@@H](c2ccc3c(c2)OCO3)C1	-20	2	3	3	0.1	2	-8	4	-44	-2
O=C(O)c1ccccc1P(=O)(c1ccccc1)c1ccccc1	-4	0	-1	4	-0.3	0	13	4	1	-1
N/C(=N\OC(=O)c1cccs1)c1cccc(Br)c1	0	3	1	9	1.8	1	0	-2	-10	0
Cc1ccc2nc3c(cc2c1)c(NC(=O)C(C)(C)C)nn3CC(C)C	8	0	1	0	0.8	-1	6	2	-6	1
Cc1ccc(C)c(Nc2ncccc2C(=O)NCc2cccs2)c1	-15	-4	-2	4	-1.6	1	6	-2	-26	-1
COc1cccc(C(=O)NC2CCSC2=O)c1 (centres undefined)	-3	-1	-1	1	-4.0	1	-3	2	6	-7
CS(=O)(=O)c1ccc(NC(=O)c2cccc(S(=O)(=O)N3CCN(Cc4ccccc4)CC3)c2)cc1	-9	-1	1	6	-3.6	1	-14	-30	-23	0
CC1=CC(C)(C)Nc2ccc(OC(=O)CN3C(=O)c4ccccc4C3=O)cc21	18	-1	-3	-2	-1.0	-1	-6	4	-1	-5
O=C(CCC(F)(F)F)N1CCCC(N2CCN(c3cccc(Cl)c3)CC2)C1 (centres undefined)	1	0	0	6	-1.1	0	-2	0	4	-3
CCOC(=O)c1cnn(-c2c(Cc3ccccc3)c(C)nc3c(-c4ccccc4)c(C)nn23)c1N	-17	-4	-2	5	-2.4	1	-16	-4	-1	1
O=C(COc1ccc([N+](=O)[O-])cc1)Nc1ccc2[nH]c(=O)[nH]c2c1	0	0	-1	0	-2.0	-1	7	9	4	-10
CCC(C)[C@H](NC(=O)[C@@H]1Cc2ccccc2CN1)C(=O)Nc1ccc2c(c1)OCO2 (some centres undefined)	8	1	-1	1	0.2	1	14	3	9	3

Screening data from PubChem BioAssay.
